FBPA coupling cs: qHTS Assay for Inhibitors of Fructose-1,6-bisphosphate Aldolase from Giardia Lamblia: Coupling assay counterscreen; AID 2472, 2010; 290,000 tested, 0.67% active; coupling enzyme system counterscreen, AmpLite Red fluorescence; activity change, negative = inhibition, % at 58.2 µM, hits read low; in the data active means activity change below about -30%; further: on the % scale 0 is the no-effect control and ±100 the full control effect
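Fluorescence at 525 nm excitation and 598 nm emission measured inhibition of the coupled detection system without aldolase. Compounds (at 57.5 uM final) were preincubated 10 min at room temperature with coupling enzyme reagent before a 20 min substrate/AmpLite Red step.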
MLL CXXC-DNA inh: qHTS Fluorescence Polarization Assay for Inhibitors of MLL CXXC domain - DNA interaction | AID 2662, 2010 | MLL-CXXC / FITC-HOXA9 DNA fluorescence polarization | Potency, µM (highest dose often 115 µM), for the others: top-dose activity change, negative = inhibition, actives largely listed as inhibitors | Histone-lysine N-methyltransferase 2A (Homo sapiens), Q03164 | 290,000 tested, 0.037% active; active means well fitted inhibition curve with a large enough effect in the polarisation, with a control signal flat, not every such curve was filed as active; inconclusive means small, poorly fitted or top-dose-only effect, or effect the other way, or a change in a side signal; inactive means no such curve, though single readings can be large or run the other way; the % refers to the polarisation; further: potency means the concentration at half of the fitted maximal effect
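Purified MLL-CXXC (added from a 7 uM solution) was preincubated 5 min at ambient with pinned compounds in 50 mM Tris-HCl pH 7.5, 50 mM NaCl, 1 mM DTT, 0.05% BSA. Fluorescein-labeled HOX-A9 DNA (50 nM solution) followed, 30 min, then polarization read.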
S-ASM inh: Inhibitors of Secretory Acid Sphingomyelinase (S-ASM): qHTS. Sphingomyelin phosphodiesterase (Homo sapiens), P17405. AID 504937, 2011. 340,000 tested, 0.006% active. placental ASM, HMU-PC fluorogenic substrate, 60 min. Potency, µM (titrated, usually from 57.5 µM), for the others: at the highest dose activity change, negative = inhibition, actives largely listed as inhibitors; further: potency means the concentration at half of the fitted maximal effect
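Fluorogenic HMU-PC substrate (9 uM final) is turned over by placental ASM in 60 min at 37 C after a 10 min compound preincubation. Reaction ended by alkaline stop (pH 10), with fluorescence read at 386/447 nm.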
hERG WT inh: qHTS for Inhibitors of KCHN2 3.1: Wildtype qHTS; U2OS, BacMam KCNH2, thallium flux FluxOr; stronger effect = lower value; 340,000 tested, 0.37% active; Voltage-gated inwardly rectifying potassium channel KCNH2 (Homo sapiens), Q12809; AID 720551, 2013; activity change, % at 1.84 µM;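 active means maximum activity change below -70%; inconclusive means maximum activity change between -70% and -50%; inactive means maximum activity change above -50%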; further: on the % scale 0 is the no-effect control and ±100 the full control effect
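U2OS cells were transduced with wild-type KCNH2 virus (2.03 x 10^8 / mL) for 4 h at room temperature, then cultured overnight at 37 C. Thallium flux was read with FluxOr dye. Rate constants were normalized to DMSO controls.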
Integrin act MD: qHTS for Activators of Integrin-Mediated Alleviation for Muscular Dystrophy; alpha7betagal myoblasts, beta-gal FDG fluorescence, 48 h; Potency, µM (doses to about 38.3 µM), for inactives: top-dose activation, hits mostly activators; 350,000 tested, 0.064% active; AID 624291, 2012;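 further: potency means the concentration at half of the fitted maximal effect; 100% = response of the positive control SU9516; nearly all actives have a fitted effect of over 60% in size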
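alpha7betagal+/- myoblasts (passage 13, 250/well) treated 48 h at 37C with compounds at 1:260 dilution of DMSO stock. Lysed, then beta-galactosidase activity read as FDG fluorescence (ex 480/em 540) after 30 min, with pre-read for autofluorescence.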
GALK inhibitor: qHTS Assay for Inhibitors of Human Galactokinase (GALK) | Potency, µM (doses to about 57.5 µM), without a hit: top-dose activity change, negative = inhibition, most hits filed as inhibitors | 270,000 tested, 0.007% active | P51570 | Purified GALK, Kinase-Glo residual ATP luminescence; further: potency means the concentration at half of the fitted maximal effect; on the % scale 0 is the no-effect control and ±100 the full control effect
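Compounds were pin-transferred into ATP buffer (35 uM final), then GALK plus galactose (5 nM, 100 uM final) was added. After 1 h at room temperature, Kinase-Glo Plus was added and luminescence read after 10 min.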
KCNH2 3.1 block: qHTS for Inhibitors of KCHN2 3.1: Mutant qHTS. Potassium voltage-gated channel subfamily H member 2, brain isoform KCNH2 3.1 (human). U2OS KCNH2 3.1, thallium flux FluxOr; stronger effect = lower value. activity change, % (tested at about 1.8 µM). 340,000 tested, 0.95% active;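 active means maximum activity change below -70%; inconclusive means maximum activity change from -70% to -50%; inactive means maximum activity change above -50%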;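 further: thallium influx rate constant from kinetic fluorescence after stimulation buffer; on the % scale 0 is the no-effect control and ±100 the full control effect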
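Virally transduced U2OS (3.1 isoform, 4 h infection in dark at RT) → overnight 37 C → FluxOr + Red40 in HBSS/HEPES, 45 min → stimulation buffer, 2 min kinetic read → rate constant vs DMSO controls.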
MBNL1-CUG inh: qHTS Assay for Inhibitors of MBNL1-poly(CUG) RNA binding. Potency, µM (series often up to 57.5 µM), for inactives: at the top dose activity change, negative = inhibition, actives largely listed as inhibitors. Muscleblind-like protein 1 (Homo sapiens), Q9NR56. AID 2675, 2010. 280,000 tested, 0.036% active. TR-FRET MBNL1-His/biotin-(CUG)12 binding, 665/545 ratio; active means well fitted inhibition curve with a large enough effect in the signal ratio, with a control signal flat, not every such curve was filed as active; inconclusive means small, poorly fitted or top-dose-only effect, or effect the other way, or a change in a side signal; inactive means no such curve, though single readings can be large or run the other way; the % refers to the signal ratio; further: potency means the concentration at half of the fitted maximal effect; on the % scale 0 is the no-effect control and ±100 the full control effect
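MBNL1-His + Biotin-(CUG)12, cpd titration 92 nM–58 uM; Tb anti-His Ab 0.055 ng/ul, SA-XL665 5 nM (final); 60 min RT; ratiometric 665/545 nm, Ex 340 nm; normalized to buffer and full-complex controls.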
AT treatment: qHTS Assay for Identifying a Potential Treatment of Ataxia-Telangiectasia; […] A-T fibroblasts, KAP-1 phosphorylation AlphaLISA; neocarzinostatin DNA damage 30 min before lysis; Potency, µM (doses to about 57.5 µM), inactives show at the highest dose activation, actives largely listed as activators; 320,000 tested, 0.19% active; further: potency means the concentration at half of the fitted maximal effect; % of control where 0% means no effect; nearly all actives have a fitted effect of over 45% in size
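hTERT-immortalized A-T patient fibroblasts ([…]), 500 cells/well in OPTI-MEM, 1% FBS, got compounds for 60 min, then NCS for 30 min at 37C. Lysates were then assayed for phospho-KAP-1 by AlphaLISA (anti-pKAP1 donor, anti-KAP1 acceptor beads), 6 hr at 25C.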
TRPV1 agonist: HTS Assay for Compounds that Act as Agonists of the Vanilloid Receptor 1 | TRPV1-expressing cells, Fluo-8 calcium influx, agonist mode | activation, % at 8.33 µM | 320,000 tested, 0.19% active | AID 540275, 2011; in the data active means activation above about 80%; inconclusive means between about 30% and that limit; further: 0% is about no effect
Target sequence (Q8NER1 whole entry, looked up): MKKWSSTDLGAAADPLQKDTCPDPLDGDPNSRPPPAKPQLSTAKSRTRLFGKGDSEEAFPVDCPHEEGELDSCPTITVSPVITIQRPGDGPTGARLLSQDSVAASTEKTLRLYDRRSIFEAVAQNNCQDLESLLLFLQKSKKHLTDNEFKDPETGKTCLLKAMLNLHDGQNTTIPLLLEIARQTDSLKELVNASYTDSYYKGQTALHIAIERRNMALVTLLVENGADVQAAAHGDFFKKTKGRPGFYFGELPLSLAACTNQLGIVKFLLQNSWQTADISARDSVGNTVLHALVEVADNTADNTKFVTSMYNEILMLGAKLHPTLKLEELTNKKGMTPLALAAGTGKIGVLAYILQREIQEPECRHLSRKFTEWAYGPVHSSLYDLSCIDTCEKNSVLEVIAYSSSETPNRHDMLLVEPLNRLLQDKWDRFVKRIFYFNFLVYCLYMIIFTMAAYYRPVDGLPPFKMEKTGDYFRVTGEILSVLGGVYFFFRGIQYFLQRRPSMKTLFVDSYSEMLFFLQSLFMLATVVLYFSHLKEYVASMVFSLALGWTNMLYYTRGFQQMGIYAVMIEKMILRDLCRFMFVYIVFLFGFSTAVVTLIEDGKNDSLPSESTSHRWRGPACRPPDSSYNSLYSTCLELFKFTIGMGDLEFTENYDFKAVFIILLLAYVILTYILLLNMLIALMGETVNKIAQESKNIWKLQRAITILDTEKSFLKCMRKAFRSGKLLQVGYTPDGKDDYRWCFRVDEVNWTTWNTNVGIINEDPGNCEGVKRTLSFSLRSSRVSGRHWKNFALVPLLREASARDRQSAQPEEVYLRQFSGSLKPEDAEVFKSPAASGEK
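TRPV1-expressing cells were cultured overnight at 35.5C and loaded with Fluo-8 calcium dye for 40 to 90 min at room temperature. After a 10 s baseline, compound was added and calcium influx was read kinetically for 3 min (ex 480/em 520 nm).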
Numbers without * were called inactive; ? = inconclusive; . = not tested or not shown; [ ] = dose if it differs, or a comment. Unless noted, the call rests on the fitted dose curve; in most records, active means well fitted curve in the direction sought with a large enough effect; inconclusive means small, poorly fitted or top-dose-only effect, or another doubt; inactive means no such curve, though single readings can be large; an effect the other way counts as inactive or inconclusive.

Screens in order: FBPA coupling cs	MLL CXXC-DNA inh	S-ASM inh	hERG WT inh	Integrin act MD	GALK inhibitor	KCNH2 3.1 block	MBNL1-CUG inh	AT treatment	TRPV1 agonist
- COc1cc(C(=O)/C=C/Nc2ccc(NC(C)=O)cc2)cc(OC)c1OC
    -13	16%	4%	-2	11%	0%	14	.	-3%	-1
- CCOCCCNC(=O)Cn1cnc2c(cnn2-c2ccc(OC)cc2)c1=O
    -1	-16%	0%	-4	3%	0%	1	-3%	-9%	-2
- O=C(CCSCc1ccccc1Cl)NCc1cccs1
    5	-5%	5%	-2	36%	7%	0	-11%	0%	?
- COc1c(C)cc(C(=O)C2CCCN(C(=O)c3cc(C)on3)C2)cc1C (stereo not drawn)
    -1	9%	-3%	24	-25%	-2%	-31	-7%	3%	29
- COc1ccc2nc(N/C(N)=N/S(C)(=O)=O)nc(C)c2c1
    1	-10%	149%[activator]	-11	1%	-4%	10	-6%	3%	-1
- C[C@@H]1NC(=O)c2cc([N+](=O)[O-])cc(I)c2NCCCC[C@@H](C(N)=O)NC(=O)[C@H](CC(N)=O)NC1=O
    -3	-3%	-13%	3	21%	.	0	?	-2%	0
- O=C(CSc1ccc(Br)cc1)N1CCOCC1
    3	0%	-1%	-35	-20%	2%	4	-9%	5%	80*
- O=c1c(Oc2ccccc2)coc2cc(O)cc(O)c12
    .	.	-3%	-4	-15%	.	4	.	.	.
- O=C1c2ccccc2C(=O)c2c(NCCCN(CCO)CCO)cccc21
    0	-12%	-12%	-10	-70%[inhibitor]	7%	11	?	-5%	0
- CC(C)Cc1nnc(NC(=O)CN2C(=O)NC3(CCCCC3)C2=O)s1
    .	18%	0%	16	?	3%	1	-5%	0%	0
- CCN(Cc1ccccc1)C(=O)C1CCN(c2ncnc3c2nc2n3CCCCC2)CC1
    0	25%	2%	2	-35%	4%	1	-2%	-1%	0
- Cc1cc(NC(=O)c2c(-c3c(F)cccc3Cl)noc2C)no1
    1	16%	-1%	-2	-6%	4%	-18	5%	0%	-6
- CCc1ccccc1NC(=O)CN(C)C(=O)CN1C(=O)NC2(CCCCCC2)C1=O
    2	-1%	-13%	-22	1%	0%	6	1%	1%	-2
- O=c1c2ccccc2sc2ccccc12
    .	.	321%[activator]	0	-2%	.	11	.	.	.
- N#CC1(NC(=O)COC(=O)c2ncc(Cl)c(Cl)c2Cl)CCCCC1
    .	.	0%	-2	-20%	.	-73*	.	0%	13

Taken from the entries so far, 2 compounds:
Screens in order: FBPA coupling cs	MLL CXXC-DNA inh	S-ASM inh	hERG WT inh	Integrin act MD	GALK inhibitor	KCNH2 3.1 block	MBNL1-CUG inh	AT treatment	TRPV1 agonist
- O=c1c2ccccc2sc2ccccc12
    .	.	321%[activator]	0	-2%	.	11	.	.	.
- N#CC1(NC(=O)COC(=O)c2ncc(Cl)c(Cl)c2Cl)CCCCC1
    .	.	0%	-2	-20%	.	-73*	.	0%	13

Remaining list, next part.
Structure	FBPA coupling cs	MLL CXXC-DNA inh	S-ASM inh	hERG WT inh	Integrin act MD	GALK inhibitor	KCNH2 3.1 block	MBNL1-CUG inh	AT treatment	TRPV1 agonist
CCN(CC)C(=O)Cn1c(=O)n(CCC(=O)Nc2ccc(F)cc2)c(=O)c2sccc21	2	-2%	0%	-8	23%	1%	-3	1%	11%	-3
CN(C)c1oc(-c2ccccc2F)nc1C#N	2	2%	17%	0	-17%	0%	1	4%	-3%	0
CC1(C)Cc2c(c(-c3ccccc3)[nH]c(=O)c2C#N)CO1	10	-4%	-2%	20	-26%	0%	14	?	.	-5
CCC(C(=O)O/N=C(\N)c1ccccc1)c1ccccc1 (stereo not drawn)	-1	6%	-3%	-15	-3%	1%	4	1%	13%	0
CCn1c(SCC(=O)N2CCCc3ccccc32)nc2ccccc2c1=O	10	-8%	-5%	2	-40%	3%	-5	2%	11%	?
S=C(NCc1ccccc1)Nc1ccc2cn[nH]c2c1	-3	-5%	-7%	3	13%	0%	18	-3%	6%	?
O=C(Cc1cccs1)N1CCN=C1SCc1ccc(F)cc1	-5	-7%	1%	-6	-14%	-2%	0	-9%	15%	14
O=C(CCc1ccccc1)NC1(Cc2ccccc2)CCN(CCCc2ccccc2)C1=O (stereo not drawn)	.	.	-7%	-1	-6%	.	3	.	-2%	18
Cc1cc(C)n(CC(=O)N/N=C/c2cc([N+](=O)[O-])ccc2O)n1	2	?	-3%	1	-3%	0%	-14	?	6%	10
CCN(CC)S(=O)(=O)c1ccc2oc(Nc3ccccc3)nc2c1	-2	-9%	-3%	-2	-27%	1%	-3	1%	3%	6
O=C(Cn1c(C(=O)N2CCc3ccccc3C2)cc2sccc21)c1ccccc1	-2	9%	-7%	16	-15%[7.66 µM]	3%	-50	31%[activator]	4%	16
O=S(=O)(c1ccc(F)c(F)c1)N1CCN(c2ccccn2)CC1	3	16%	-3%	-15	21%	5%	1	1%	23%	11
CNC(=O)c1cccnc1Nc1cccc(C(F)(F)F)c1	-1	2%	-7%	-10	-9%	0%	-5	.	-3%	13
CCOc1[nH]n(-c2ccccc2)c(=O)c1C=NCc1cccnc1	-2	6%	1%	0	-25%	5%	4	-2%	5%	-6
Oc1ccccc1N1CCN(c2ncnc3scc(-c4ccccc4)c23)CC1	0	2%	-5%	0	0%	1%	9	-5%	5%	2
CNC(=O)CSc1nc2sccc2c(=O)n1-c1ccccc1	3	5%	2%	5	0%	9%	2	-2%	5%	0
C[C@@H](NC(=O)[C@@H]1Cc2ccccc2CN1)C(=O)NCC1CCCO1 (stereo partly drawn)	.	4%	1%	-2	-40%	3%	0	-2%	-4%	1
O=C(NCc1ccccc1F)C1CC(=O)N(c2ccc3c(c2)OCCO3)C1 (stereo not drawn)	.	.	-1%	-6	6%	.	-7	.	0%	0
Cc1c(NC(=O)COC(=O)COc2ccc(Nc3ccccc3)cc2)c(=O)n(-c2ccccc2)n1C	2	-6%	5%	-8	3%	8%	2	2%	6%	-3
COc1ccccc1OCc1nnc(SCC(=O)N2CCCC2)o1	0	0%	2%	9	-9%	1%	10	11%	4%	1
O=S(=O)(NCCC1CC1(Cl)Cl)c1ccc(Cl)cc1 (stereo not drawn)	0	-12%	-5%	0	6%	0%	-11	4%	6%	8
O=C(CN(C(=O)c1csnn1)c1ccc(F)c(Cl)c1)NC1CCCC1	-1	-2%	0%	0	2%	14%	-5	-5%	2%	1
Cc1cccc(C)c1NC(=S)/C(=C(\[O-])c1cccs1)[n+]1ccccc1	-10	6%	6%	-5	-8%	.	9	-8%	7%	-6
COc1ccc(Cl)cc1-c1nc(SCC(=O)NC2CC2)n[nH]1	0	1%	1%	0	-15%	-1%	2	-6%	5%	-1
COc1ccc(C(=O)NNC(=O)CSc2nnc(C)n2C)cc1	17	-9%	0%	7	6%	1%	.	5%	-8%	-1
COc1ccc(CCn2c(C)nc3c(c(=O)c4ccccc4n3C)c2=O)cc1	-1	-4%	1%	7	-14%	2%	-3	-6%	-1%	1
O=C(CSc1nncc2ccccc12)N1CCOCC1	1	5%	3%	8	-21%	3%	6	-7%	5%	1

TRPV1 agonist: what is marked active above.
| SMILES | MLL CXXC-DNA inh | S-ASM inh | Integrin act MD | GALK inhibitor | TRPV1 agonist |
| --- | --- | --- | --- | --- | --- |
| O=C(CSc1ccc(Br)cc1)N1CCOCC1 | 0% | -1% | -20% | 2% | 80* |

Screens (PubChem)
